SRC3 TRFRET art = TR-FRET detection interference compounds, artefact control for PPARgamma SRC-3 recruitment agonists, biochemical, TR-FRET ratio; TR-FRET ratio at 8 µM; hit rate 0.39% among 99,000; TR-FRET artefact counter-screen, PPARgamma/SRC-3 format; hits give high values; in the data active = TR-FRET ratio above about 2000; note: inactives centre near 1600
SRC1 TRFRET art = TR-FRET detection interference compounds, primary screen, artefact control for PPARgamma SRC-1 recruitment agonists, biochemical, TR-FRET emission ratio; TR-FRET ratio at 8 µM; TR-FRET detection artefact counter-screen; hits give high values; hit rate 0.34% among 99,000; in the data active = TR-FRET ratio above about 2300; note: inactives centre near 1800
Numbers without * were called inactive; & = joins results of further samples. A portion of the library; count on the stated rates, not on these rows.

SMILES	SRC3 TRFRET art	SRC1 TRFRET art
COCC(C)NC(=O)CSc1nc2ccccc2n1CCc1ccccc1 (centres undefined)	1459	1689
O=C(Nc1ccc(S(=O)(=O)Nc2ncccn2)cc1)c1ccc(S(=O)(=O)N2CCCC2)cc1	1464	1524
COc1ccc(-n2cccc2/C=C2\C(=N)N3N=C(c4ccco4)SC3=NC2=O)cc1	1337	1377
COc1ccccc1N1CCN(C(=O)c2ccc(CS(=O)(=O)c3ccccc3OC)o2)CC1	1901	1689
COc1ccccc1NC(=O)c1cc(Cl)nnc1Cl	1399	1864
CCN(CC)C(=O)COC(=O)c1cc(-c2ccco2)nc2ccccc12	1528	1728
O=C(/C=C/c1ccccc1)N/C(=C/c1ccccc1)C(=O)N1CCOCC1	1886	1824
CCOC(=O)C1CCN(C(=O)CCS(=O)(=O)c2ccc3c(c2)CCN3C(=O)CC)CC1	1551	1724
COc1ccc(CNC(=O)c2ccc(N3CCOCC3)c([N+](=O)[O-])c2)cc1	1601	2015
CCCCOc1ccc(S(=O)(=O)NNC(=O)c2cc3ccccc3o2)cc1	1335	1768
Cc1nc2ccccc2c(=O)n1NC(=O)c1cccnc1Cl	1188	1710
COc1ccc([N+](=O)[O-])cc1NC(=O)C(C)OC(=O)c1cccnc1 (centres undefined)	1854	1928
CCOC(=O)c1c(C)n(C)c2ccc(OC(=O)c3ccc([N+](=O)[O-])cc3)cc12	1701	1985
CC1CCCN(c2ccc([N+](=O)[O-])cc2C(=O)c2ccccc2)C1 (centres undefined)	1588	1861
CCCC(=O)Nc1sc(C)c(-c2ccc(OC)cc2)c1C#N	1466	1848
COc1ccc(OC)c(Cc2nnc(CCC(=O)NC3C4CC5CC(C4)CC3C5)o2)c1 (centres undefined)	1445	1582
CCOc1ccc(Br)cc1S(=O)(=O)Nc1cccc(S(=O)(=O)N(C)c2ccccc2)c1	1738	1884
CC1CCN(C(c2nnnn2CCc2ccccc2)C(C)C)CC1 (centres undefined)	1764	1733
CCN(CC)c1ccc(/C=N/N2C(=O)c3ccccc3C2=O)c(O)c1	1411	1719
CCn1c(SCC(=O)N/N=C/c2ccc(C)o2)nnc1-c1ccc(C)cc1	1858	2038
CCC1=Nc2cc(C(=O)NCc3ccco3)ccc2Sc2ccccc21	1575	1940
COCCSc1nnc(NC(=O)Cc2ccc(OC)c(OC)c2)s1	1508	1698
O=C(COc1ccc(C(=O)c2ccccc2)cc1)NCC(=O)Nc1ccccc1Br	1677	1875
CCOc1ccc(-n2c(=O)c3sccc3n(CC(=O)NCCc3ccc(OC)c(OC)c3)c2=O)cc1	1450	1824
CCOC(=O)C1C(c2cccc(F)c2)NC(=S)NC1(O)C(F)(F)F (centres undefined)	1600	1849
CCN(CC)CCNc1ccc(CO)c2sc3ccccc3c(=O)c12	1820	1885
CCC(=O)OCCNc1cc(Sc2nccn2C)c2nonc2c1[N+](=O)[O-]	1555	1715
CCOC(=O)Cn1cc(-c2ccccc2)nn1	1540	1826
Cc1cc(C)nc(SCc2cc(=O)c(OC(=O)c3ccc(S(=O)(=O)N4CCCC4)cc3)co2)n1	1343	1831
Cc1cccc(C(=O)N(NC(=O)Oc2ccccc2)C(C)(C)C)c1	1497	1618
CCOc1ccc(CC(=O)N2N=C(C)CC2(O)C(F)(F)F)cc1 (centres undefined)	1459	1649
O=C(CSc1nc2ccccc2c(=O)n1-c1ccccc1)N1CCc2ccccc2C1	1615	1970
O=C(c1ccc(N2CCCCC2)c([N+](=O)[O-])c1)N(c1ccccn1)c1ccccn1	1652	1937
COc1ccccc1CNc1ccc([N+](=O)[O-])cc1C	1509	1712
COc1ccc2c(c1)-c1nc(/N=C/c3ccccc3O)sc1CC2	1729	1757
COC(=O)C1=C(NC(=O)C2CCCCC2)CCS1	1394	1544
COc1ccc(-c2[nH]ncc2CN2CCN(C3CCCCC3)C(=O)C2)cc1F	1424	1790
CN(Cc1ccon1)C(=O)CCc1nnc(CCCCc2ccccc2)o1	1635	1774
S=C(Nc1cccnc1)Nc1ccccc1Br	1646	1515
COc1cc(/C=C/C(=O)OCC(=O)Nc2cc(S(=O)(=O)N3CCCCC3)ccc2C)ccc1O	1774	1871
S=c1[nH]nc(COc2ccc(Cl)cc2)o1	1547	1870
Cc1ccc(CSC2=NCCN2S(=O)(=O)c2ccccc2)cc1	1615	1610
COc1cc(NC(=O)CCC(=O)OCCCC(F)(F)C(F)(F)F)nc(OC)n1	1415	1605
Cn1c(C(=O)N2CCN(c3ccc([N+](=O)[O-])cc3)CC2)cc2c(=O)[nH]c3ccccc3c21	1323	1805
NC(N)=N/N=C/c1c(Cl)cccc1Cl	1584	1678
COc1ccccc1NC(=O)Cn1c(O)c(N=NC(=O)c2ccccc2O)c2ccccc21	1481	1656
COc1cc(C(=O)NC2=NCCS2)ccc1OCc1c(C)noc1C	1501	1784
CN(C)/N=C/c1ccc(P(c2ccc(/C=N/N(C)C)o2)c2ccc(/C=N/N(C)C)o2)o1	1689	1982
CCC1=NN(C(=O)CCc2ccccc2O)C(O)(C(F)(F)F)C1 (centres undefined)	1559	1675
Cc1cc(C)cc(NC(=S)Nc2ccc3cn[nH]c3c2)c1	1483	1841

Continued:
SMILES	SRC3 TRFRET art	SRC1 TRFRET art
O=C(Nc1cccc(Cl)c1)c1ccc(F)c(S(=O)(=O)N2CCN(c3ccccn3)CC2)c1	1606	1706
COc1ccc2[nH]cc(CCNS(=O)(=O)c3ccc(F)cc3)c2c1	1576	1934
COc1ccc(-c2nc3ccccc3c(=O)n2CCOc2c(C)cccc2C)cc1	1474	1805
CC(OC(=O)c1ccccc1OCc1ccc(Cl)cc1)C(N)=O (centres undefined)	1626	1581
COc1ccc(C(=O)Nc2nc(N)n(-c3ccccc3)n2)cc1	1684	2006
COc1ccc(OCC(=O)Nc2ccc(NC(=O)c3cccs3)c(OC)c2)cc1	1405	1622
Cc1oc2c(c1C(=O)NCc1cccnc1)C(=O)c1ccccc1C2=O	1271	1906
CCC(C)Sc1cc(C)c(C#N)c2nc3ccccc3n12 (centres undefined)	1540	1658
CCc1ccc(NC(=S)N(CCCN2CCOCC2)Cc2ccco2)cc1	1680	1866
O=C(Nc1nccs1)c1ccc(-c2ccc(Cl)cc2)o1	1465	1675
COc1ccc(NS(=O)(=O)c2cc(OCC(N)=O)c(C)cc2Cl)cc1	1423	1695
O=C(NCc1cccs1)c1nc(-c2cccs2)no1	1520	2001
COCCNC(=O)c1sc2ncn(CC(=O)N3CCCCC3)c(=O)c2c1C	1505	1559
CC1(C)CC(=O)C2=C(C1)C(c1cn(-c3ccccc3)nc1-c1ccccc1)C(C#N)=C(N)O2 (centres undefined)	1459	1729
CC(C(O)c1ccc(O)cc1)N1CCC(Cc2ccccc2)CC1 (centres undefined)	1546&1261	1854&1654
c1cnc(N2CCN(Cc3ccc4c(c3)OCO4)CC2)cn1	1441	1753
COc1ccc(CCNC(=O)CCCOc2ccc(C)cc2)cc1OC	1358	1689
O=C1CCCC(O)=C1N=Nc1ccc2ncsc2c1	1663	1848
Cc1ccccc1NC(=S)NCCc1c[nH]c2ccccc12	1524	1711
CCCC(=O)NC(c1ccco1)c1cc([N+](=O)[O-])c2cccnc2c1O (centres undefined)	1385	1793

Already shown: entries from further up.
SMILES	SRC3 TRFRET art	SRC1 TRFRET art
c1cnc(N2CCN(Cc3ccc4c(c3)OCO4)CC2)cn1	1441	1753
COc1ccc(CCNC(=O)CCCOc2ccc(C)cc2)cc1OC	1358	1689

(cont.)
SMILES	SRC3 TRFRET art	SRC1 TRFRET art
O=C(Nc1ccc(F)c(F)c1)c1ccccc1-c1ccccc1	1586	1676
CC(C)(C)OC(=O)N1CCN(c2ccc([N+](=O)[O-])cc2)CC1	1293	1718
CC/C(O)=C1\C(=O)CCCC1=NCc1nc2ccccc2[nH]1	1702	2036
N/C(=N\OC(=O)c1cc(Cl)ccc1Cl)c1ccccn1	1496	1891
COc1cccc(C(=O)Nc2sc3c(c2C#N)CCN(C(C)=O)C3)c1	1813	1806
COc1ccc(C(=O)C[n+]2cn(C(F)F)c3ccccc32)c(F)c1	1579	1727
CCOC(=O)c1ccc(S(=O)(=O)N2CCN(C(=O)c3cc(=O)c4ccccc4o3)CC2)cc1	1588	1967
C#CCOc1nc(Nc2cccc([N+](=O)[O-])c2)nc(OCC#C)n1	1588	1997
O=C(NCc1ccco1)/C(=C\c1cccs1)NC(=O)c1cccs1	1574	1658
O=C(O)c1ccc(Cn2c(SCc3cc(=O)n4cc(Br)ccc4n3)nc3ccsc3c2=O)cc1	1755	1805
COc1ccccc1NS(=O)(=O)c1ccc(S(=O)(=O)N2CCOCC2)cc1	1486	1802
Nc1ccccc1SCC(=O)Nc1nccs1	1604	1809
Cc1cccc(/C(N)=N/OC(=O)CCC2CCCCC2)c1	1498	1523
Cc1ccc2nc(-c3ccc(NC(=O)COC(=O)c4cncc(Br)c4)cc3)sc2c1	1597	1782
CCn1cc(C2=NC(CCSC)CO2)c2ccccc21 (centres undefined)	1673	1761
O=C(Nc1cccc([N+](=O)[O-])c1)Nc1cccs1	1541	1692
O=C(OCC(=O)N1CCN(S(=O)(=O)c2ccccc2)CC1)c1ccc([N+](=O)[O-])o1	1451	1926
O=C(N/N=C/c1ccccc1C(=O)O)c1cc(-c2ccc3c4c(cccc24)CC3)n[nH]1	1546	1498
CCCCOC(=O)c1ccc(N/C(=N\S(=O)(=O)c2ccccc2)c2ccccc2)cc1	1386	1836
CCCC(=O)Nc1ccc(Cl)c(NC(=O)c2ccc([N+](=O)[O-])cc2Cl)c1	1366	1739
Cc1cc(NC(=O)COC(=O)c2ccc(F)c(S(=O)(=O)N3CCOCC3)c2)no1	1641	1743
CC(C)Cn1c(N)c(C(=O)COC(=O)c2cccc(F)c2)c(=O)n(C)c1=O	1640	1775
CN(CC(=O)Nc1ccc(S(=O)(=O)N2CCCC2)cc1)Cc1ccc(Cl)c(Cl)c1	1583	1584
CC(C)(C)c1ccc(S(=O)(=O)Nc2ccc(Cc3ccncc3)cc2)cc1	1643	1878
CCOC(=O)CN(C)C(=O)CCc1nnc(-c2ccsc2)o1	1522	1740
CCN1CCCc2cc(CN(CCN3CCOCC3)C(=S)Nc3ccccc3C)ccc21	1584	1768
CC(C)[C@H](NC(=O)Cc1ccccc1)C(=O)OCc1cc(=O)n2c(n1)sc1ccccc12	1589	1716
COc1ccc(/C=C/C(=O)NCCN2CCOCC2)cc1OC	1418	1595
Cc1ccc(S(=O)(=O)Cc2ccccc2Cl)cc1	1629	1848
O=C(O)c1cccnc1Cl	1560	1629
O=C(NCc1ccccc1)c1cccc(Br)n1	1544	1476
CCO[C@@H]1OC(C(=O)NCc2ccccc2)=C[C@H](c2coc3ccccc3c2=O)[C@H]1CCCO	1702	1792
CCOC(=O)c1[nH]c2ccccc2c1NC(=O)c1ccc(S(=O)(=O)N2CCOCC2)cc1	1641	1919
O=C1N(Cc2cccc(Cl)c2)C[C@@H]2C[C@@H](c3ccc4nonc4c3)N3CCC[C@@]123	1576	1766
COCCCNC(=S)Nc1ccc(CC(=O)O)cc1	1558	1760
COc1ccccc1-c1c(-c2ccc(OCC(=O)NN)cc2O)n[nH]c1C(F)(F)F	1525	1567
O=C(NN1CCN(Cc2ccccc2)CC1)c1ccc(N2CCOCC2)c([N+](=O)[O-])c1	1323	1682
Cc1c(Nc2nc(-c3ccccc3)cs2)c(=O)n(-c2ccccc2)n1C	1639	1687
O=C(NCc1cccs1)C(=O)NCC(c1ccco1)N1CCN(c2ccc(F)cc2)CC1 (centres undefined)	1573	1774
COc1cc(OC)c(S(=O)(=O)Nc2ccc(C(=O)N3CCCC3)cc2)cc1NC(C)=O	1637	1651
CC(=O)Nc1cc(C(=O)OCC(=O)c2ccccc2)ccc1C	1599	1881
COc1cccc(NC(=O)C(OC(=O)c2ccccc2NS(=O)(=O)c2cccs2)c2ccccc2)c1 (centres undefined)	1720	1913
Cc1ccc(-n2nnc3ccccc3c2=O)cc1C	1438	1994
Cc1ccccc1C(=O)NNC(=O)CCC(=O)Nc1cccc(Cl)c1C	1544	1894
O=C(CN1C(=O)/C(=C\C=C\c2ccccc2)SC1=S)Nc1ccc(F)cc1	1616	1967
COc1ccc2cc(S(=O)(=O)n3cnc(C)c3)ccc2c1	1545	1774
COCCN(C(=O)CNC(=O)c1cccs1)C(C(=O)NC(C)(C)C)c1ccccc1 (centres undefined)	1700	1714
CC(C)c1ccc(/C=C/C(=O)NCCCc2ccccc2)cc1	1374	1559

Molecules from the list above containing fluorine, in the order listed:
SMILES	SRC3 TRFRET art	SRC1 TRFRET art
CCOC(=O)C1C(c2cccc(F)c2)NC(=S)NC1(O)C(F)(F)F (centres undefined)	1600	1849
CCOc1ccc(CC(=O)N2N=C(C)CC2(O)C(F)(F)F)cc1 (centres undefined)	1459	1649
COc1ccc(-c2[nH]ncc2CN2CCN(C3CCCCC3)C(=O)C2)cc1F	1424	1790
COc1cc(NC(=O)CCC(=O)OCCCC(F)(F)C(F)(F)F)nc(OC)n1	1415	1605
CCC1=NN(C(=O)CCc2ccccc2O)C(O)(C(F)(F)F)C1 (centres undefined)	1559	1675
O=C(Nc1cccc(Cl)c1)c1ccc(F)c(S(=O)(=O)N2CCN(c3ccccn3)CC2)c1	1606	1706
COc1ccc2[nH]cc(CCNS(=O)(=O)c3ccc(F)cc3)c2c1	1576	1934
O=C(Nc1ccc(F)c(F)c1)c1ccccc1-c1ccccc1	1586	1676
COc1ccc(C(=O)C[n+]2cn(C(F)F)c3ccccc32)c(F)c1	1579	1727
Cc1cc(NC(=O)COC(=O)c2ccc(F)c(S(=O)(=O)N3CCOCC3)c2)no1	1641	1743
CC(C)Cn1c(N)c(C(=O)COC(=O)c2cccc(F)c2)c(=O)n(C)c1=O	1640	1775
COc1ccccc1-c1c(-c2ccc(OCC(=O)NN)cc2O)n[nH]c1C(F)(F)F	1525	1567
O=C(NCc1cccs1)C(=O)NCC(c1ccco1)N1CCN(c2ccc(F)cc2)CC1 (centres undefined)	1573	1774
O=C(CN1C(=O)/C(=C\C=C\c2ccccc2)SC1=S)Nc1ccc(F)cc1	1616	1967
